14-3-3g Raf = modulators of human 14-3-3 gamma - Raf peptide interaction | FP, 14-3-3gamma / TMR-pS259-Raf peptide binding | actives 0.19% (n = 160,000) | inhibition, % at 40 µM | P61981; in the data active = inhibition above about 30%;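 note: 0% = protein plus tracer without compound and 100% = blank with tracer alone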
Target sequence (P61981 whole entry, looked up): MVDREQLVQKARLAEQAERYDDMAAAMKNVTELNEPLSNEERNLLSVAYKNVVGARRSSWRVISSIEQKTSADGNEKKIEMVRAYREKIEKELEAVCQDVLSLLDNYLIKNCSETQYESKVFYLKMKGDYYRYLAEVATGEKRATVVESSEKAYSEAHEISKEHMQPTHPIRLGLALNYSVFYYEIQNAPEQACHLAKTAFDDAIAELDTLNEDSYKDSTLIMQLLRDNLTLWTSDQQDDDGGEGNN
An asterisk follows results filed as active; & = joins results of further samples. The list is partial (hit frequency here may not be typical).

SMILES,14-3-3g Raf
CCOC(=O)c1cc2c(=O)n3ccccc3nc2n(CC2CCCO2)c1=NC(=O)c1ccc(F)cc1 (stereo not drawn),-2
CC(=O)N(C(=O)c1ccccc1C(=O)O)c1ccccc1[N+](=O)[O-],-7
COCCNC(=O)C(c1ccc(C)cc1)N(C(=O)CCC(=O)Nc1ccccn1)C1CCCC1 (stereo not drawn),0
CCC(Sc1ncccc1C(=O)OC(C)C)C(=O)N1CCOCC1 (stereo not drawn),-11
CCOC(=O)c1cc(-c2ccccc2Cl)nc2ccc(OC)cc12,-14
Cc1ccc(C(=O)Nc2nc3ccc4nc(C)sc4c3s2)cc1,-1
COc1ccc(S(=O)(=O)N(CC(=O)NC2CCCC2)c2ccc(C)cc2)cc1OC,1
O=C1c2oc3ccccc3c(=O)c2C(c2cccc(F)c2)N1CCCO (stereo not drawn),6
CC1CCN(C(=O)c2scc3c2CCCC3)CC1,-21
CCCNC(=O)NCCc1ccncc1,-1
O=C(CSc1ncnc2sc3c(c12)CCCC3)Nc1cccc2ccccc12,-8
CCCCOc1ccccc1NC(=O)c1ccco1,-4
CC(=O)Oc1ccccc1N1C(=O)c2ccccc2C1=O,3
CC(C)C(C)(C#N)NC(=O)CSc1nc2scc(-c3ccco3)c2c(=O)n1-c1ccccc1 (stereo not drawn),4
CCC(C)NC(=O)CN(c1cc(C(F)(F)F)ccc1Cl)S(=O)(=O)c1ccccc1 (stereo not drawn),-4
CC(=O)N1CCN(c2ccc([N+](=O)[O-])c(N)c2)CC1,-7
O=C(Oc1ccc2c(c1)OCO2)c1ccc(F)cc1Cl,-5
COc1ccc(CCNC(=O)c2nonc2N)cc1OC,1&-13
CC(=O)Nc1ccc(S(=O)(=O)NCCSc2ccccn2)cc1,-107
CCc1c(C)c(C#N)c2nc3ccccc3n2c1-n1nc(C)cc1C,-2
CC(C)NS(=O)(=O)c1ccc(OCC(=O)NCc2ccccc2)cc1,-1
Cc1cc(C)n(-c2cc(N3CCN(S(=O)(=O)c4ccc(Br)cc4)CC3)ccc2[N+](=O)[O-])n1,6
Cc1nc2ccc(NC(=O)c3ccc(F)cc3)cc2s1,-22
CC(=O)C1=C(O)C(=O)N(C)C1c1ccccc1F (stereo not drawn),1
Fc1ccc(-c2cn(-c3ccccc3)c3[n+]2CCS3)cc1,7

Ordered by molecular weight (highest first): part of the list above.
SMILES,14-3-3g Raf
O=C1c2oc3ccccc3c(=O)c2C(c2cccc(F)c2)N1CCCO (stereo not drawn),6
O=C(Oc1ccc2c(c1)OCO2)c1ccc(F)cc1Cl,-5
CCCNC(=O)NCCc1ccncc1,-1

New compounds follow.
SMILES,14-3-3g Raf
COc1ccc(C2C(C(=O)N3CCCC3)c3cc(OC)c(OC)cc3C(=O)N2C)cc1 (stereo not drawn),-1&-4
O=C(NCC(=O)N(c1cnc2ccccc2c1)C(C(=O)NC1CCCC1)c1ccncc1)c1ccco1 (stereo not drawn),-6
CCOc1cc(C(=O)N2CC(=O)Nc3ccc(C)cc3C2c2ccc(F)cc2)cc(OCC)c1OCC (stereo not drawn),-4
Cc1nn(CC(=O)Nc2sc3c(c2C(=O)OC(C)C)CCCC3)c(C)c1[N+](=O)[O-],2
CCSC1=C(C#N)C2(CCCCC2)C(C#N)C(=O)N1 (stereo not drawn),1
CC(=O)c1c(O)cc(C)n(Nc2nc(C)cc(C)n2)c1=O,-1
O=C(C1CCCCC1)N1CCCC(c2nc(-c3ccc(F)cc3)no2)C1 (stereo not drawn),-6
CN(CC(=O)NCc1ccc(F)cc1)S(=O)(=O)c1cccc2nsnc12,-8
O=C(Nc1cccc2c1CCCC2)C1COc2ccccc2O1 (stereo not drawn),-13
O=C(O)c1cccc(N2C(=O)C3C(C2=O)C2C=CC3C23CC3)c1 (stereo not drawn),4
O=C(CSc1nc2c(c(=O)n1-c1ccc([N+](=O)[O-])cc1)SCC2)N1CCc2ccccc21,-17
Cc1ccc(S(=O)(=O)NCc2ccco2)c(C)c1C,-5
Cc1ccc(C)c(N2C(=O)c3ccc(C(=O)OCC(C)C)cc3C2=O)c1,-3
COc1ccc2nc3sc(C(=O)Nc4cc(C)ccc4OC)cc3cc2c1,6
NC(=O)C1CCN(C(=O)c2cnn(-c3ccccc3)c2NC(=O)c2ccco2)CC1,2
CCCCOC(=O)c1ccc(NC(=O)c2ccccc2)cc1,-11
CCN(CC)C(=O)Cn1cnc2sc3c(c2c1=O)CCC3,-2
COCCn1c(SCC(=O)NCC2CCCO2)nc2c(c1=O)SC(C)C2 (stereo not drawn),-4
COc1ccc(S(=O)(=O)N2CCCC(C(=O)Nc3cccc(C(C)=O)c3)C2)cc1 (stereo not drawn),5
O=C(c1cccnc1)N1CCN(C(=O)c2ccccc2F)CC1,6&2
Cc1cccc(NC(=O)CSc2nnc(Cn3nnc(-c4ccccc4)n3)n2-c2ccccc2)c1,-10
CCOC(=O)CN(C(=O)CSc1nnc(-c2ccc(OC)c(OC)c2)o1)c1ccccc1,-4
CCCOC(=O)Oc1ccc2c(=O)c(Oc3cc(C)cc(C)c3)coc2c1,-6
O=C(O)c1ccccc1SCC(=O)N1CCCCC1,2
Cc1nc2sc3c(c2c(=O)n1Cc1cccc([N+](=O)[O-])c1)CCCC3,5

Structural class: the entries above with a cyano group.
SMILES,14-3-3g Raf
CC(C)C(C)(C#N)NC(=O)CSc1nc2scc(-c3ccco3)c2c(=O)n1-c1ccccc1 (stereo not drawn),4
CCc1c(C)c(C#N)c2nc3ccccc3n2c1-n1nc(C)cc1C,-2
CCSC1=C(C#N)C2(CCCCC2)C(C#N)C(=O)N1 (stereo not drawn),1

New compounds follow
SMILES,14-3-3g Raf
COc1ccc(-n2c(Cc3cccn3C)nnc2SCC(=O)N2CCCc3ccccc32)cc1,-9
Cc1ccc(NC(=O)C2C3C=CC4(CNC(=O)C(c5ccc(F)cc5)N(Cc5cccs5)C(=O)C24)O3)cc1 (stereo not drawn),-18
COc1ccccc1NC(=O)c1ccccc1NC(=O)c1ccc(C)cc1,-5
Cc1ccc(NC(=O)Cn2c(C)nc3sc4c(c3c2=O)CCCC4)cc1F,-5
Nc1nc(F)cc(NCc2ccccc2)n1,-13
O=C(NC1CCCCC1)C1C2C=CC3(CN(Cc4cccs4)C(=O)C13)O2 (stereo not drawn),-4
CN(C)CCCNS(=O)(=O)c1ccc2c(c1)CCN2C(=O)C1CCC1,-6
COc1cc(-c2ncnn2-c2cccc(Cl)c2C)cc(OC)c1OC,-2
O=C(O)c1cccc(S(=O)(=O)N2CCCCC2)c1,-4
COc1ccc(OC)c(NC(=O)c2ccc(C(C)(C)C)cc2)c1,-22
COc1ccc(C2=CC(c3cccc(OC)c3)n3nnnc3N2)cc1 (stereo not drawn),-6
O=C1c2ccccc2-c2ncccc21,-9
CCc1cccc(CC)c1N(COC)C(=O)Cn1c(C)nc2ccccc21,-8
COCCN1C=C(C(=O)OC)C(c2ccccc2Cl)C(C(=O)OC)=C1,-2
CCOC(=O)c1cc2c(C(F)(F)F)cc(-c3cccnc3)nc2o1,-1
COc1ccc(-c2cc(C(=O)Nc3sc4c(c3C(N)=O)CCCC4)no2)cc1OC,-7
O=C(CNCc1cccnc1)N1c2ccccc2Sc2ccc(Cl)cc21,-31
CCOC(=O)c1[nH]c(C)c(C(=O)N2CCN(C(=O)c3ccco3)CC2)c1C,-5
O=C(Nc1cc2cc([N+](=O)[O-])ccc2oc1=O)C1CCCCC1,-4
N#C/C(=C/c1ccc(N2CCCCCC2)o1)c1ccc(F)cc1,-5
Cc1cccc(-n2c(Cc3ccccc3)nnc2SCC(=O)N2CCOCC2)c1,-9
CCOc1ccc(NC(=O)c2ccc3c(=O)n(-c4cccc(C(F)(F)F)c4)c(=S)[nH]c3c2)cc1,-1
CC(=O)N1c2ccc(S(=O)(=O)N3CCC(C)CC3)cc2CC1C (stereo not drawn),-9
CC1=NN(C(=O)c2ccccc2)C(O)(c2ccccc2)C1 (stereo not drawn),11
Cc1ccc(CS(=O)(=O)c2ccc(C(=O)N3CCCC3)cc2[N+](=O)[O-])cc1,-14

Arranged by value in 14-3-3g Raf (ascending): some entries from above.
SMILES | 14-3-3g Raf
COc1ccc(-c2cc(C(=O)Nc3sc4c(c3C(N)=O)CCCC4)no2)cc1OC | -7
O=C(Nc1cc2cc([N+](=O)[O-])ccc2oc1=O)C1CCCCC1 | -4
COCCN1C=C(C(=O)OC)C(c2ccccc2Cl)C(C(=O)OC)=C1 | -2

Next results follow.
SMILES,14-3-3g Raf
Fc1ccc(-c2cc(-c3ccccc3)nc3ncnn23)cc1,3
CN(C)C(=O)C1Cc2ccccc2CN1S(=O)(=O)c1cccs1 (stereo not drawn),-12
CC(C)OC(=O)C(C(=O)C(F)(F)F)c1cc(NS(=O)(=O)c2ccc3c4c(cccc24)C(=O)N3)ccc1O (stereo not drawn),-7
O=C(COc1ccccc1)Nc1ccc(Cl)cn1,-6
O=C(CSc1ccc2nnc(-c3ccccn3)n2n1)NCc1ccc2c(c1)OCO2,-2
O=C(C1CCCC1)N1CCN=C1SCc1ccc(C(F)(F)F)cc1,-7
O=C(c1cnn2c(C(F)(F)F)cc(-c3ccco3)nc12)N1CCOCC1,-2
COc1ccc(C(=O)Nc2nc(-c3cc4ccccc4oc3=O)cs2)cc1OC,-2
COc1ccc(C(=O)Cn2nnc(-c3ccccc3-n3cnnn3)n2)cc1,-1
C=CCSc1nnc2c(n1)OC(c1cc(OC)c(OC(C)=O)cc1Br)Nc1ccccc1-2 (stereo not drawn),-8
COc1cc(NC(=O)Cn2c3ccccc3c(=O)c3ccccc32)cc(OC)c1,3
COc1ccc(-c2nc[nH]c2[N+](=O)[O-])cc1[N+](=O)[O-],6
Cc1ccc(N)c(C(=O)CCCCC(=O)O)c1,1
Cc1ccc(C)c(NC(=O)C(Sc2nncn2C)c2ccccc2)c1 (stereo not drawn),0
C=C(C)Cn1c(CNC(=O)Cc2ccccc2)nc2ccccc21,-5
COc1cc(C2C3=C(CCCC3=O)Nc3ccccc3N2C(=O)c2ccccc2)ccc1O (stereo not drawn),-6
O=C(NCc1ccco1)c1csc(Nc2ccccc2Cl)n1,-7
CC(=O)c1cccc(NC(=O)COc2cc(C)ccc2C(C)(C)C)c1,-7
CCOc1ccc(NS(=O)(=O)c2ccc3[nH]cc(C(=O)N(CC)CC)c(=O)c3c2)cc1,-15
COc1cc(NC(=O)C(C(C)C)N2C(=O)c3ccccc3C2=O)c(OC)cc1Cl (stereo not drawn),-13
CCOc1ccc(C2OC(=O)Cc3cc(OCC)c(OCC)cc32)cc1OCC (stereo not drawn),3
CCn1c(SCc2ccccc2)nnc1-c1cccs1,-4
CN(C)/C=C(\C#N)c1nc2ccccc2[nH]1,-4
COc1ccc(-c2nnc3n2N=C(c2ccc([N+](=O)[O-])cc2)CS3)cc1,-2
Cc1ccc(C(=O)Nc2cc3nn(-c4ccc(C)cc4)nc3cc2C)cc1,-9

The list continues:
SMILES,14-3-3g Raf
CCOc1ccccc1NC(=O)c1sc2ncn(CC(=O)N3CCOCC3)c(=O)c2c1C,-5
Cc1ccc(-n2nc(C(=O)N3CCCC3)c3c4ccccc4n(C)c3c2=O)cc1,-5
Cc1cc(C)n2nc(SC(C)C(=O)N3CCCC3)nc2n1 (stereo not drawn),-1
CCc1ccccc1NC1OC(=O)c2ccccc21 (stereo not drawn),1
CCCCOc1ccc(N2C(=O)C3C4C=CC(C4)C3C2=O)cc1 (stereo not drawn),-1
O=C(CN(C1CCCCC1)S(=O)(=O)c1ccc(F)cc1)N1CCN(c2ccccc2F)CC1,3
O=C(OCn1nnc2ccccc2c1=O)c1cccs1,5
Cc1ccc(CSc2nnc(-c3ccc(S(=O)(=O)N4CCCC4)cc3)o2)cc1,6
CCc1c(-c2ccccc2)nc2ccccc2c1C(=O)NCc1cccs1,2
COc1ccc(C2=NN3C(C2)c2cc(OC)ccc2OC3c2ccccc2)cc1 (stereo not drawn),-5
COCCn1c(=O)[nH]c2cc(C(=O)NCCc3ccc(S(N)(=O)=O)cc3)ccc2c1=O,6
CCOCCn1c(SCC(=O)OCC)nc2c1c(=O)[nH]c(=O)n2C,-4
COc1ccc(S(=O)(=O)N2CCCCC2)cc1Br,-2&0
COc1ccc(CCn2c(=S)[nH]c3cc(C(=O)NCc4cccnc4)ccc3c2=O)cc1OC,-5
Cc1nnc(N2C(=O)C(=O)/C(=C(/O)c3ccc(Cl)cc3)C2c2ccccc2F)s1 (stereo not drawn),-10
CCCCCc1nnc(NC(=O)CS(=O)(=O)Cc2ccccc2)s1,-8
O=C(NCc1ccco1)C(Cc1ccccc1)N1C(=O)c2ccccc2C1=O (stereo not drawn),-5
c1ccc(-c2nnc3sc(CN4CCC5(CC4)OCCO5)cn23)cc1,-6
O=C(NC1CCCC1)c1cc(-c2cccnc2)nc2ccc(S(=O)(=O)N3CCCCCC3)cc12,-2
COC(=O)c1c(=O)n(O)c2ccc(OC)cc2[n+]1[O-],6
CCn1c(CSc2nc3ccccc3[nH]2)n[nH]c1=S,1
Cn1c(CSCc2ccc(Cl)c(Cl)c2)nnc1SCC(=O)Nc1nccs1,-3
CCOC(=O)c1ccc(-n2sc3c(c2=S)-c2cc(C)ccc2NC3(C)C)cc1,-4
COc1ccc(N(C)C(=O)c2cc3cc4ccc(OC)cc4nc3o2)cc1,-3

In another format: 2 of the compounds above
CCOC(=O)c1cc2c(C(F)(F)F)cc(-c3cccnc3)nc2o1
  14-3-3g Raf: -1

COc1cc(C2C3=C(CCCC3=O)Nc3ccccc3N2C(=O)c2ccccc2)ccc1O (stereo not drawn)
  14-3-3g Raf: -6

High-throughput results (PubChem BioAssay)
